# Compound activity from PubChem.
# NTR1 agonist: agonists of NTR1, primary screen, imaging, U2OS cells, beta-arrestin-GFP, high content (AID 493036). NTR1-U2OS beta-arrestin-GFP spot imaging, agonist mode. actives 0.17% (n = 330,000). activation, % at 20 µM;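 active = activation at or above 40% of the spot to cytoplasm intensity ratio, with at least 20 cells analyzed; inconclusive = wells under 20 cells, flagged as cytotoxic or low count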;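 also: 0% = DMSO without peptide and 100% = 100 nM NTR1 peptide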
# Target sequence (P30989 whole entry, looked up): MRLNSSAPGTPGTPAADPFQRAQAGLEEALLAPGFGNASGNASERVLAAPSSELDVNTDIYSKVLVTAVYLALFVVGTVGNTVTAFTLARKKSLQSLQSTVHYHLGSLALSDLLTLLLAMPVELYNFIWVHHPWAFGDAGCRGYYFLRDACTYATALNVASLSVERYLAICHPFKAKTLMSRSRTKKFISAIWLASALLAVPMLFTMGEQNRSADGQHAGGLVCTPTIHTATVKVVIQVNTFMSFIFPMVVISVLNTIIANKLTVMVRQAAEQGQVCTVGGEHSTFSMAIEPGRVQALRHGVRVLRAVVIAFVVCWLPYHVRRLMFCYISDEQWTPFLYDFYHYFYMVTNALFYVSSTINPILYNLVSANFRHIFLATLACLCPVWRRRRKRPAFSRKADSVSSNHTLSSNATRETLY
# Dengue-2 NS5 capping: Dengue-2 NS5 methyltransferase inhibitors, primary screen, biochemical, confirmation dose response (AID 588689) | actives 0.3% (n = 340,000) | Genome polyprotein (Dengue virus type 2 (strain 16681-PDK53)) | inhibition, % at 25 µM, or IC50 in µM where a hit was titrated | Dengue-2 NS5 methyltransferase capping enzyme assay, biochemical; higher % means a stronger effect; in the data active = a potency from the dose series; inconclusive = inhibition above about 29% without an active follow-up result
# GPR55 activation: GPR55 agonists via beta-arrestin recruitment, primary screen, imaging, U2OS cells, beta-arrestin-GFP redistribution (AID 1961) | G-protein coupled receptor 55 (Homo sapiens) | U2OS GPR55 beta-arrestin-GFP redistribution imaging; higher % means a stronger effect | actives 0.048% (n = 290,000) | activation, % at 10 µM, or EC50 in µM where a hit was titrated;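 active = activation above 40% with more than 50 cells counted in the well; inconclusive = wells holding fewer than 50 cells, flagged as toxic or sparse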;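 also: U2OS osteosarcoma cells stably expressing GPR55 and beta-arrestin-GFP; plate controls were DMSO negative control for no effect and LPI positive control for full effect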
# UTI89 phage lysis: inhibition of K1F phage lysis, E. coli UTI89, bacterial capsule biogenesis inhibitors, alamar blue (AID 488966) | E. coli UTI89 K1F phage lysis, alamar blue, 2 h; higher % means a stronger effect | one-dose inhibition, % at 100 µM; IC50 in µM for titrated hits | actives 0.02% (n = 340,000);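 active = phage lysis inhibition, versus mean bacterial control, above a set limit; inconclusive = no clear call, values can overlap the other calls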;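 also: capsule biogenesis inhibitors block K1F phage lysis so surviving cells raise fluorescence; higher fluorescence means more inhibition of phage lysis; actives were called in the ten point dose series up to 300 µM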
# GPR55 antagonists: GPR55 antagonists blocking LPI-driven arrestin recruitment, primary screen, imaging, U2OS, beta-arrestin-GFP, LPI agonist (AID 2013); G-protein coupled receptor 55 (Homo sapiens); U2OS GPR55 beta-arrestin-GFP translocation imaging, LPI antagonism; higher % means a stronger effect; inhibition, % at 10 µM; hits with a dose series show IC50 in µM; actives 0.13% (n = 290,000);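 active = spots per cell inhibited over 60%, with over 100 cells counted and total cytoplasm intensity under 500,000; inconclusive = wells with under 100 cells, flagged as likely toxic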;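 also: U2OS cells stably carrying GPR55 and arrestin-GFP stimulated by 5 µM LPI near EC80; imaged beta-arrestin-GFP aggregate spots per cell after agonist stimulation; plate controls were LPI-stimulated DMSO wells for no effect and DMSO wells without LPI for full effect; some results filed as inactive read as strong as hits; confirmed hits need IC50 under 10 µM and bright autofluorescent wells are also inconclusive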
# HIV peptide binding: inhibitors of HIV fusion peptide binding, primary screen, biochemical, uHTS, fluorescence dequenching (AID 1986) | cell-free peptide binding, fluorescence dequenching, 30 min; higher % means a stronger effect | inhibition, % at 20 µM; hits with a dose series show IC50 in µM | actives 0.3% (n = 290,000); in the data active = inhibition mostly above about 52%, no sharp cut-off; inactive = mostly below about 76%; also: some results filed as inactive read as strong as hits
# SIAH1 antagonists: Siah-1 peptide-binding antagonists, primary screen, biochemical, fluorescence polarization, rhodamine-plectin, uHTS (AID 1817); E3 ubiquitin-protein ligase SIAH1 (Homo sapiens); actives 0.02% (n = 290,000); Siah-1 / rhodamine-plectin peptide fluorescence polarization; higher % means a stronger effect; displacement, % at 20 µM; hits with a dose series show IC50 in µM;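 active = displacement of at least 50% at 20 µM, with a fluorescence ratio check between 0.3 and a set limit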;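 also: plate controls were Siah plus tracer with DMSO for no effect and tracer alone without Siah for full effect; strong numbers were not always called active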
# AID2073: inhibitors of Mint1-CaV2.2 protein interaction, biochemical, HTRF (AID 2073); actives 0.19% (n = 290,000); HTRF protein-protein interaction, Mint1-CaV2.2; higher % means a stronger effect; inhibition, % at 20 µM; hits with a dose series show IC50 in µM; Voltage-dependent N-type calcium channel subunit alpha-1B (Homo sapiens); in the data active = inhibition mostly above about 51%, no sharp cut-off; inconclusive = no clear call, values can overlap the other calls; inactive = mostly below about 53%; also: some results filed as inactive read as strong as hits
# GPR35 arrestin U2OS: GPR35 antagonists blocking zaprinast-driven arrestin recruitment, primary screen, imaging, U2OS, beta-arrestin-GFP, zaprinast agonist (AID 2058) | G-protein coupled receptor 35 (Homo sapiens) | inhibition, % at 10 µM; hits with a dose series show IC50 in µM | actives 0.052% (n = 290,000) | U2OS GPR35 beta-arrestin-GFP translocation imaging, zaprinast antagonism; higher % means a stronger effect;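 active = inhibition of at least 50% with at least 30 cells and total cytoplasm GFP at most 10,000,000; inconclusive = under 30 cells or total GFP of 10,000,000 plus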
# NTR1 agonist cell count 20 µM: recorded beside NTR1 agonist, whose call it bears; cell count; measured here: cell count, cytotoxicity flag
# * hit, by the source's call; u = inconclusive; x = no result given; [ ] = another dose, or the depositor's remark.
nr	Molecule	NTR1 agonist	NTR1 agonist cell count 20 µM	Dengue-2 NS5 capping	GPR55 activation	UTI89 phage lysis
1	O=C(NC(=S)NCc1ccccc1)c1cccc(Cl)c1	2.1	19	-1%	-0.1%	-0.2%
2	NC(=O)CSc1nc2c(c(=O)n1-c1ccccc1)C1(CCCCC1)Cc1ccccc1-2	13	45	-4%	-0.2%	-8.3%
3	Cc1cccc(S(=O)(=O)C(C#N)c2nc3ccccc3nc2N2CC(C)OC(C)C2)c1 (stereo unspecified)	1.5	63	13%	-0.4%	0.3%
4	Cc1nc2ccccc2nc1OCc1ccc([N+](=O)[O-])cc1	-1.0	35	1%	-0.1%	3.3%
5	CSc1cccc(NS(=O)(=O)c2cccc3nsnc23)c1	-0.6	72	5%	0.3%	0.9%
6	Cc1csc(NC(=O)CSc2nnc(-c3ccccc3)o2)n1	0.7	48	-8%	-0.1%	0.3%
7	CCCc1cc(=O)n2[nH]c(CCc3ccccc3)nc2n1	-0.7	92	-6%	-1.0%	1.8%
8	COc1ccc(N(CC(=O)Nc2ccccc2C(=O)NCC(C)C)S(C)(=O)=O)cc1	0.1	57	-3%	0.4%	4.2%
9	Clc1ccccc1CONc1ncnc2nonc12	0.6	87	-2%	-0.2%	0.7%
10	CCn1cc(C(=O)NCc2ccc3c(c2)OCO3)c(=O)c2cc(F)c(N3CCN(C)CC3)cc21	-0.3	57	-2%	0.0%	1.0%
11	O=c1c2c3c(sc2nc(NCCO)n1CCc1ccccc1)CCCCC3	11	66	-9%	1.5%	-0.3%
12	CCN(CC)S(=O)(=O)c1ccc(NC(=O)CCNC(=O)c2ccco2)cc1	1.0	42	-4%	-0.1%	0.2%
13	C/C=C/C(=O)Nc1cccc(C2=NOC3(C2)C[C@H](C(N)=O)N(C(=O)c2ccccc2C(=O)c2ccccc2)C3)c1 (stereo partly specified)	0.6	44	x	-0.2%	x
14	O=C(NCc1nc2ccccc2[nH]1)C1=C[C@H](c2ccccc2)C[C@H](OCc2ccc(CO)cc2)O1	4.4	90	-9%	-0.1%	6.1%
15	O=C(NCc1ccco1)C(c1ccccc1)N(Cc1cccnc1)C(=O)Cn1nnc2ccccc21 (stereo unspecified)	-0.5	50	-3%	-0.2%	1.9%

nr	GPR55 antagonists	HIV peptide binding	SIAH1 antagonists	AID2073	GPR35 arrestin U2OS
1	7%	1.5%	4%	1%	-6%
2	6%	-0.1%	23%	27%	-12%
3	-5%	21%	-2%	3%	5%
4	-3%	-0.4%	-5%	-7%	9%
5	6%	-3.6%	-3%	-7%	-11%
6	7%	-2.7%	2%	-10%	6%
7	0%	7.4%	2%	7%	7%
8	6%	0.2%	10%	-5%	-13%
9	20%	-4.4%	-10%	17%	-7%
10	11%	-2.1%	-10%	0%	1%
11	8%	-2.0%	-2%	-4%	-5%
12	1%	-1.6%	10%	13%	-4%
13	5%	-0.3%	4%	3%	-8%
14	4%	-0.5%	3%	8%	-6%
15	22%	-3.1%	-1%	0%	1%

# Continuation.
nr	Molecule	NTR1 agonist	NTR1 agonist cell count 20 µM	Dengue-2 NS5 capping	GPR55 activation	UTI89 phage lysis
16	CCOC(=O)c1c(-c2ccc(C)cc2)csc1NC(=O)CCN1CCOCC1	x	x	-4%	-0.2%	-0.2%
17	CCCCOC(=O)C1=C(C)Nc2nnnn2C1c1ccccc1Cl (stereo unspecified)	8.2	87	1%	0.2%	-0.2%
18	NC(=O)c1ncc(C(F)(F)F)cc1Oc1cccc(C(F)(F)F)c1	0.5	56	1%	0.3%	4.4%[50 µM]
19	COc1ccc(N(CC(=O)Nc2cc(Cl)ccc2C)S(=O)(=O)c2c(C)noc2C)cc1	3.1	65	3%	0.4%	0.3%
20	C/C(Cn1nnc([N+](=O)[O-])n1)=N\NC(=O)c1cccc(Cl)c1	1.7	38	-1%	0.0%	-4.3%
21	O=C(CN1C(=O)/C(=C/c2ccccc2Cl)SC1=S)NC1CCS(=O)(=O)C1 (stereo unspecified)	0.1	76	7%	0.2%	0.5%
22	CCNC(=S)N1CCN(S(=O)(=O)/C=C/c2ccccc2)CC1	-1.2	36	-1%	0.3%	-0.8%
23	Cc1ccc2[nH]c3c(N4CCOCC4)ncnc3c2c1	0.3	50	-4%	-0.1%	-0.1%
24	COc1ccccc1N1C(=O)C2C(C(=O)c3ccccc3)=NN(c3ccc(Br)cc3)C2C1=O (stereo unspecified)	6.3	43	x	0.2%	x
25	CC(NCc1cccs1)c1ccccc1 (stereo unspecified)	0.6	67	-6%	0.3%	1.4%
26	CCC(=O)N1CCc2cc(S(=O)(=O)NC(Cc3ccccc3)C(=O)Nc3nccs3)ccc21 (stereo unspecified)	-1.5	60	-5%	0.1%	0.1%
27	Cc1ccc2c(c1)c1c(n2CC(O)CNC2CCCCC2)CCCC1 (stereo unspecified)	42*	45*	3%	0.2%	3.6%
28	O=C(NCCc1ccc(Cl)cc1)c1nnc(Cc2ccc(Cl)cc2)o1	-0.9	57	-3%	0.3%	0.2%
29	CC(C)CNC(=O)c1cc2nc3c(c(C(F)(F)F)n2n1)CCc1ccccc1-3	0.6	42	1%	-0.2%	-0.1%
30	O=C(COc1nsnc1N1CCOCC1)Nc1ccc(Cl)cc1	-0.6	89	-1%	-0.1%	0.5%

nr	GPR55 antagonists	HIV peptide binding	SIAH1 antagonists	AID2073	GPR35 arrestin U2OS
16	42%	-0.4%	2%	u	-4%
17	2%	-1.7%	-2%	-2%	-14%
18	-6%	-4.1%	0%	-6%	11%
19	19%	2.4%	12%	-1%	16%
20	6%	3.8%	7%	8%	11%
21	9%	-3.0%	-2%	-2%	-3%
22	-11%	-0.6%	-6%	-13%	-8%
23	-6%	1.0%	1%	16%	-11%
24	-4%	55%*	-2%	u	-2%
25	-1%	-2.0%	-8%	-2%	3%
26	9%	-0.2%	-5%	-5%	3%
27	63%	-1.4%	0%	-15%	-6%
28	6%	3.2%	3%	-5%	0%
29	3%	-2.6%	4%	27%	3%
30	-6%	-0.6%	1%	-1%	-1%

# 4 structures from above, arranged by SMILES length, smallest number first:
nr	Molecule	NTR1 agonist	NTR1 agonist cell count 20 µM	Dengue-2 NS5 capping	GPR55 activation	UTI89 phage lysis
22	CCNC(=S)N1CCN(S(=O)(=O)/C=C/c2ccccc2)CC1	-1.2	36	-1%	0.3%	-0.8%
18	NC(=O)c1ncc(C(F)(F)F)cc1Oc1cccc(C(F)(F)F)c1	0.5	56	1%	0.3%	4.4%[50 µM]
20	C/C(Cn1nnc([N+](=O)[O-])n1)=N\NC(=O)c1cccc(Cl)c1	1.7	38	-1%	0.0%	-4.3%
29	CC(C)CNC(=O)c1cc2nc3c(c(C(F)(F)F)n2n1)CCc1ccccc1-3	0.6	42	1%	-0.2%	-0.1%

nr	GPR55 antagonists	HIV peptide binding	SIAH1 antagonists	AID2073	GPR35 arrestin U2OS
22	-11%	-0.6%	-6%	-13%	-8%
18	-6%	-4.1%	0%	-6%	11%
20	6%	3.8%	7%	8%	11%
29	3%	-2.6%	4%	27%	3%

# Later entries
nr	Molecule	NTR1 agonist	NTR1 agonist cell count 20 µM	Dengue-2 NS5 capping	GPR55 activation	UTI89 phage lysis
31	COc1ccc(CN(C)C2CCCCC2)cc1	1.6	84	-5%	-0.2%	2.4%
32	O=C(C1CCN(c2nnc(-n3cccc3)s2)CC1)N1CCc2ccccc2C1	-0.7	45	-2%	-0.5%	-0.1%
33	CC(C)CCNC(=O)c1ccc(OC2CCN(S(=O)(=O)N(C)C)CC2)cc1	0.1	51	-8%	-0.3%	-0.2%
34	N=c1n(Cc2ccccc2)c2ccccc2n1CC(O)c1ccccc1 (stereo unspecified)	0.0	79	-2%	-0.2%	0.4%
35	COCCn1c(CN2CCN(C)CC2)nc2c1c(=O)n(C)c(=O)n2C	x	x	2%	0.3%	2.3%
36	CNC(=S)N1N=C(c2ccc(Br)cc2)CC1c1ccc(OC)cc1 (stereo unspecified)	0.2	58	2%	0.3%	4.1%
37	OCCNCc1ccc(OCc2ccc(Cl)cc2Cl)cc1	0.9	24	1%	-0.1%	3.2%
38	Cc1cccc(NC(=O)CSc2nncn2-c2ccccn2)c1	1.5	42	0%	0.1%	2.3%
39	O=C(Cn1cnc2ccccc2c1=O)NCCC(=O)Nc1ccc2c(c1)OCCO2	-2.9	94	3%	-0.1%	3.3%
40	Cc1cc(C)cc(N(C(=O)c2csnn2)C(C(=O)NC(C)(C)C)c2ccncc2)c1 (stereo unspecified)	-0.9	56	-4%	-0.1%	-0.6%
41	COc1ccccc1N1CCN(CC(=O)c2ccc3ccn(C(C)=O)c3c2)CC1	2.2	51	-3%	-0.1%	-0.5%
42	COc1ccccc1C(=O)NC1CCCCCCC1	-1.0	96	2%	0.9%	0.3%
43	Cc1noc(C)c1COC(=O)COc1ccc2c(C)cc(=O)oc2c1	-0.6	75	-5%	-0.2%	0.0%
44	CCN1CCN(c2nc(N(C)c3ccccc3)nc(N)c2[N+](=O)[O-])CC1	2.1	44	-2%	0.3%	0.2%
45	CN1C(=O)C2(NCCc3c2[nH]c2ccccc32)c2ccccc21 (stereo unspecified)	1.3	40	-2%	-0.2%	1.4%

nr	GPR55 antagonists	HIV peptide binding	SIAH1 antagonists	AID2073	GPR35 arrestin U2OS
31	-5%	0.7%	-1%	3%	-4%
32	12%	0.0%	-3%	-3%	8%
33	6%	0.1%	3%	-5%	11%
34	13%	-0.2%	2%	-8%	12%
35	4%	0.5%	-1%	2%	4%
36	7%	0.7%	4%	-8%	-4%
37	42%	1.6%	-2%	-7%	22%
38	13%	-2.7%	-1%	-9%	-13%
39	3%	-0.3%	-2%	u	-6%
40	-7%	-0.2%	-4%	-21%	-4%
41	13%	-1.2%	1%	4%	3%
42	0%	0.3%	5%	-4%	-6%
43	-3%	-2.9%	-2%	2%	-22%
44	16%	-1.2%	2%	-4%	14%
45	-1%	0.1%	0%	17%	-11%
